# Bioassay records (PubChem)
# CFTR F508del cor: CFTR F508del correction in bronchial cells; CFBE cells, YFP halide quenching; stimulated with forskolin plus potentiator P3; % fluorescence drop versus neutral controls; activity (quench increase), % at 7.58 µM; actives 0.36% (n = 350,000);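 active means mean added fluorescence quench of at least 8% versus neutral control, with both replicates also reaching 8%; inconclusive means only one of the mean or replicate conditions met; inactive means mean below 8% and not both replicates reaching 8%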;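 further: cells transiently co-express mutant CFTR-F508del with the halide-sensitive YFP; corrector assay measuring rescue of mutant channel to the surface after 24 h compound exposure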
# Cneo AK release: causes C. neoformans cell lysis | lysis activity, % at 15 µM | actives 0.2% (n = 360,000) | adenylate kinase release luminescence, 4 h; normalised: neutral wells 0, clomiphene wells 100;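 active means mean lysis activity across replicates of at least 80%, whatever share of replicates individually reach that level; inactive means mean lysis activity below 80%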
#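 Material: C. neoformans cells; Schedule: 4 h static compound exposure, 37 °C, read 1 h post-reagent; Measured by: adenylate kinase release luminescence; Read-out: signal increase indicating cell lysis; Controls: Clomiphene as positive lysis control.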
# PGC1a acetyl inh: lowers PGC1a acetylation signal in U2OS cells; AlphaScreen anti-acetyl-lysine; with virally co-expressed GCN5 acetyltransferase; inhibition, % at 15.6 µM; actives 0.17% (n = 350,000);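 active means every replicate shows inhibition of at least 40%; inconclusive means mean inhibition at least 40% but some replicate below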;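 further: 0% = neutral control wells and 100% = positive control wells; some results beyond the cut were filed as inactive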
# C2C12 statin: protects C2C12 myotubes from simvastatin toxicity. ATP luminescence, 48 h; scaled: DMSO 0, geranylgeraniol control 100. rescue of ATP level, % at 7.49 µM. actives 0.78% (n = 330,000);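 active means mean ATP rescue above about 67%, or every replicate alone reaching that limit, limit read from the data, passing the limit was not always enough; inconclusive means no clear call, values can overlap the other calls; inactive means mean under the limit and some replicate under it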;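 further: myotubes were challenged with 10 µM simvastatin during compound exposure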
# INS-1E GSIS act: GLuc luminescence reporter in INS-1E cells, primary screen for activators of glucose-dependent secretion of insulin | INS-1E GLuc reporter insulin secretion, 2-3 h | activation, % at 16.6 µM | actives 0.61% (n = 370,000) | AID 743287;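 active means lowest replicate activation of at least 40%, so every replicate reaches that level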;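 further: 0% = median of neutral control wells and 100% = median of IBMX positive control wells; some compounds called inactive have numbers as strong as hits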
# FN deposition inh: fibronectin deposition inhibition; AH1F fibroblasts, Alexa488-fibronectin deposition fluorescence, overnight; inhibition, % at 12.6 µM; actives 0.086% (n = 350,000); AID 743247;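 active means mean inhibition across replicates of 30% or more, regardless of how many single replicates reach that level; inconclusive means mean under 30% yet at least half of replicates reach 30%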;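 further: positive control wells lacked labelled fibronectin entirely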
#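 Material: AH1F fibroblast monolayer depositing Alexa488-labelled fibronectin into matrix / Amount: 10000 AH1F cells per well / Signal: fluorescence 485/525 nm / Medium: DMEM, 2% serum / Compound: single dose, pinned / Incubation: 1 h cell adhesion before compound, then overnight fibronectin incubation / Reagent: Alexa488-FN, 24 nM final / Read-out: inhibition of fibronectin deposition signal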
# miR122 inh: miR-122 inhibition in Huh7 cells. Huh7 miR-122 Renilla luciferase sensor, 48 h; neutral wells = 0, positive control = 100. activation (reporter increase), % at 12.5 µM. actives 0.3% (n = 340,000);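 active means mean replicate activation score at least 90 and every replicate individually at or above 90; inconclusive means only one of the two criteria met; inactive means neither criterion met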;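 further: higher luciferase means less miR-122 activity so hits act as miR-122 inhibitors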
# PglD DTNB: blocks C. jejuni PglD acetyltransferase activity | purified PglD enzyme, DTNB colorimetric CoA detection | AID 602405 | inhibition, % at 12.5 µM | actives 0.098% (n = 360,000); in the data active means inhibition above about 16%, passing the limit was not always enough; inconclusive means no clear call, values can overlap the other calls; further: strong numbers were not always called active
# * = called active by the depositor; ? = inconclusive; · = no result given; [ ] = remark or other dose.
SMILES,CFTR F508del cor,Cneo AK release,PGC1a acetyl inh,C2C12 statin,INS-1E GSIS act,FN deposition inh,miR122 inh,PglD DTNB
CC(=O)NC1(c2ccc(F)cc2)CCN(C(=O)c2c(F)cccc2F)CC1,-0.6,16.4,-0.1,12.3,3.9,-2.5,-5.1,-2.8
COc1ccc(C#Cc2ccc3c(c2)O[C@H](CN(C)C(=O)c2ccccn2)[C@H](C)CN([C@H](C)CO)S3(=O)=O)cc1,1.0,8.9,-3.8,4.1,-9.6,·,-8.9[16.7 µM],-1.5
Cc1cccn2cc(CNC(=O)C3CCCCC3)nc12,·,4.4,8.2,·,·,·,-1.3,-1.5
CCCC(=O)N1CCCC1(C)C(=O)Nc1cccc(OC(C)C)c1 (stereo unspecified),-1.4,-3.0,2.8,44.1,9.6,3.1,-3.6,-5.6
CSc1ccc(OC2(C)CCN(Cc3cc4ccccc4o3)C2)cc1 (stereo unspecified),2.4,0.3,-15.3,10.7,-23.8,3.1,5.2,9.4
O=C(COC(=O)CNC(=O)c1ccco1)Nc1ccc(F)cc1,-3.1,0.4,·,-0.7,-9.2,-9.6,-19.6,-6.7
CCCOc1ccc(Oc2nc(-c3ccncc3)nc3ccccc23)cc1,-1.3,0.9,-0.8,·,6.7,9.0,-1.5,2.3
CCN(CC)S(=O)(=O)c1ccc(NC(=O)CCNC(=O)c2ccccc2)cc1,0.1,2.6,-6.9,-0.5,-2.2,5.9,1.0,2.4
CC(NC(=S)NC1CCC(C(C)(C)C)CC1)c1ccccc1 (stereo unspecified),-3.2,5.5,-17.8,-12.0,-53.9,4.9,-1.7,-3.4
C=CCNC(=O)c1ccc(NC(=O)CC2SC(N3CCCC3)=NC2=O)cc1 (stereo unspecified),-2.3,1.6,·,-27.1,-0.2,4.0,·,-3.0
Cc1cc(NC(=O)c2cccc(S(=O)(=O)N3CCOCC3)c2)c2ccccc2n1,·,1.7,·,-3.3,-10.7,·,·,3.7
Cc1cccc(NS(=O)(=O)c2ccc3c(c2)OCCO3)c1,·,0.0,-8.4,0.4,6.2,-0.4,118.9*,-4.9
CCC(C)(C)NC(=O)c1cc(C(=O)OC)cc([N+](=O)[O-])c1,·,-0.1,0.0,4.3,·,-3.0,-5.0,-2.0
COC(=O)c1cn(Cc2ccccn2)c(=O)c2ccccc12,0.5,-2.8,23.9,1.1,37.0,·,2.7,-3.3
C[C@H]1CN([C@@H](C)CO)S(=O)(=O)c2ccc(-c3ccc(F)cc3)cc2O[C@H]1CN(C)CC1CC1,0.7,-0.9,14.4,0.3,-3.5,·,-3.7[16.7 µM],2.1
C[C@@H](NC(=O)C[C@H]1C=C[C@@H](NS(=O)(=O)c2cccc(F)c2)[C@H](CO)O1)c1ccccc1,0.6,0.6,0.0,-8.5,-2.6,12.0,-2.7[16.7 µM],1.5
O=C(Nc1ccccc1)c1ccc(S(=O)(=O)NCc2ccco2)cc1,·,0.7,8.9,-10.5,·,·,26.5,-0.9
CCCNC(=O)C[C@@H]1CC[C@@H]2[C@H](COC[C@@H](O)CN2C(=O)c2ccc(F)cc2)O1,0.1,0.3,-4.0,-22.1,7.2,-7.0,3.5[16.7 µM],1.5
CN(c1ccccc1C(=O)Nc1cccnc1)S(C)(=O)=O,·,-19.0,5.9,·,12.8,2.3,-14.9,5.0
CO[C@H](CN(C)C(=O)c1ccc2c(c1)OCO2)[C@@H](C)CN([C@@H](C)CO)S(=O)(=O)c1ccc(C)cc1,1.2,-4.5,2.3,1.2,-4.2,-6.7,·,2.7
CCCNC(=O)C[C@H]1CC[C@H]2[C@H](COc3ccc(NS(=O)(=O)c4ccccc4C)cc3C(=O)N2C)O1,-2.5,-6.8,-2.5,-12.0,2.2,2.5,-8.3[16.7 µM],2.4
CC(C)(C)N(C=C(Cl)Cl)C(=O)NC1CCCCC1,·,-0.6,4.8,19.4,·,·,-10.0,-7.2
CCCN(C)C[C@H]1Oc2cc(C#Cc3ccc(F)cc3)ccc2S(=O)(=O)N([C@@H](C)CO)C[C@H]1C,-1.4,7.1,-15.8,7.1,-4.3,-11.4,9.9[16.7 µM],1.8
Cc1cc(N2C(=O)C3C4CCC(C4)C3C2=O)no1 (stereo unspecified),-0.5,·,-4.7,·,-4.7,0.7,·,·
O=C(Cc1ccccn1)N[C@@H]1CC[C@@H](CCNS(=O)(=O)c2cccc(F)c2)O[C@H]1CO,-2.3,-1.8,-1.7,-6.4,0.3,5.2,-13.3[16.7 µM],-0.1
CC1CCCCN1Cc1c(O)ccc2c(=O)c(-c3ccc(Cl)cc3)coc12 (stereo unspecified),2.7,-0.8,4.0,-12.3,-28.0,-14.8,1.4,0.2
CCCNC(=O)C[C@@H]1C[C@@H]2c3cc(NC(=O)Nc4ccccc4)ccc3O[C@@H]2[C@@H](CO)O1,0.3,-3.9,-1.7,-2.1,-3.2,-15.8,1.1[16.7 µM],2.9
CCc1ccc(-c2nc(CS(=O)CC(=O)NCCCN3CCOCC3)c(C)o2)cc1 (stereo unspecified),-0.4,-0.5,-5.6,3.3,-18.1,3.5,-4.6,-0.6
Cc1cc(C)n2nc(SC(C)C(=O)Nc3ccccc3F)nc2n1 (stereo unspecified),2.8,0.2,-0.9,1.4,5.4,-2.8,0.4,-0.9
COc1cc2[nH]c(=S)n(Cc3ccc(C)o3)c(=O)c2cc1OC,·,-1.7,-21.6,2.3,·,3.4,-11.8,-1.2
CCNC(=O)COC(=O)CNC(=O)c1cc(Cl)cc([N+](=O)[O-])c1,-0.6,0.2,·,·,-0.1,6.3,-9.9,-5.2
Cc1cc([N+](=O)[O-])ccc1-c1ccc(/C=N/NC(=O)c2ccc(Br)o2)o1,0.3,-2.2,·,-6.0,15.1,2.8,-3.1,-1.7
CC(C)CC(=O)NCCCN1CCN(CCCNC(=O)CC(C)C)CC1,·,-4.6,·,14.8,·,-6.3,?,-0.9
COc1ccc(/C=C/C(=O)Nc2cccnc2)cc1OC,0.2,·,5.3,·,1.4,5.9,-1.0,·
CCN1CCN(C(=O)c2cc(COc3ccc(C(C)=O)cc3OC)on2)CC1,-1.3,-6.2,-12.3,-5.5,-1.8,2.2,-3.7,1.6
CCN(CC)S(=O)(=O)c1ccc2oc(C(=O)NC3CC3)c(C)c2c1,2.7,-4.8,·,-3.3,18.3,0.4,·,4.0
CC(C)C(OC(=O)c1nsc(Cl)c1Cl)C(=O)NCc1ccccc1 (stereo unspecified),-1.7,-0.3,·,0.5,-1.4,11.3,-2.1,2.9
O=C(Nc1ccc(C(=O)O)cc1)/C(=C\c1ccc2c(c1)OCO2)NC(=O)c1ccc(Br)cc1,-1.5,-13.4,14.3,4.0,-3.3,4.9,-7.1,-5.3
O=[N+]([O-])c1ccc(S(=O)(=O)NN=Cc2ccc3c(c2)OCO3)cc1,-3.0,·,2.1,4.7,-8.9,7.1,1.1,·
Cc1ccccc1CSc1nnc(-c2ccccn2)n1N,·,0.3,6.1,-9.9,·,6.1,2.6,-3.8
O=C(NCCCN1CCOCC1)c1cc(Cl)ccc1OCc1ccccc1,-1.5,-1.0,4.7,-6.1,-34.2,5.4,1.3,2.1
O=C(COC(=O)c1cc2ccccc2cc1O)NC1CCCCC1,1.5,0.6,3.4,-5.3,-10.6,-12.2,-7.1,2.7
C[C@@H]1CCCCO[C@H](CN(C)Cc2ccc(C(F)(F)F)cc2)[C@@H](C)CN([C@@H](C)CO)C(=O)c2cc(NS(=O)(=O)c3ccccc3)ccc2O1,0.6,-9.1,-1.8,·,-26.7,-12.7,-5.2[16.7 µM],1.4
CCc1ccc2oc(-c3ccc(OC)cc3)cc(=Nc3c(C)n(C)n(-c4ccccc4)c3=O)c2c1,4.2,·,0.7,·,-1.3,-6.9,·,·
CC(=O)Nc1ccc(NC(=O)CCCSc2nc3ccccc3[nH]2)cc1,0.0,-2.2,-2.0,·,-3.8,0.2,3.9,4.5
COc1ccc(Cn2c(CCC(=O)Nc3ccccc3OC)nc3cccnc32)cc1,0.7,-0.4,-2.5,·,28.4,4.7,0.1,0.2
COc1ccc(C(=O)Nc2ccc(C(=O)OCC(=O)c3ccccc3)cc2)cc1,·,-2.9,6.8,-15.7,·,·,24.3,4.0
COc1cc(CNc2ccc(C)c(C)c2)cc(OC)c1OC,·,-3.5,-16.6,-18.5,·,-1.1,30.6,-4.0
CC(=O)c1c(C)[nH]c(C(=O)COC(=O)COc2ccccc2F)c1C,0.6,-0.8,15.3,3.5,9.4,0.6,-5.9,4.6
N#C[C@@H]1[C@@H](c2ccc(C#CC3CC3)cc2)[C@@H](CO)N1S(=O)(=O)Cc1ccccc1,1.5,0.8,-0.8,13.3,8.7,-1.2,·,-4.1
CO[C@H]1CN(C)C(=O)c2cc(NC(=O)c3ccno3)ccc2OC[C@@H](C)N(S(C)(=O)=O)C[C@@H]1C,-2.2,·,6.1,·,6.4,-7.4,·,·
CCOCc1nnc(NC(=O)CCC2CCCCC2)s1,1.1,2.3,7.5,-10.1,3.8,0.8,1.0,-1.6
CCCCNC(=S)NNC(=O)c1ccncc1,-1.0,-1.1,·,6.1,7.8,·,-4.1,-2.8
C[C@H](CO)NC(=O)[C@H](C)[C@@H]1C[C@@]1(C)[C@@H](NC(=O)OCc1ccccc1)c1ccccc1,-1.2,-0.7,·,0.1,-4.3,0.2,1.2,-1.5
Cc1ccc(C)c(C(O)c2ncc(-c3ccc(C(F)(F)F)cc3)[nH]2)c1 (stereo unspecified),2.4,1.9,-2.9,2.7,-4.3,1.2,7.7,-1.8
CCC(=O)N1CCCCN2[C@H](CO)[C@@H](c3ccc(-c4cccnc4)cc3)[C@H]2C1,0.4,1.8,5.5,27.5,10.8,·,15.5[16.7 µM],-1.3
CN1CCN(CC(=O)Nc2c(C#N)cnn2-c2ccccc2)CC1,1.0,-2.8,6.5,-4.9,7.0,1.4,-2.0,-1.3
COc1ccc(C(=O)CC(=O)C(=O)Nc2c(C)cccc2C)cc1,0.2,0.8,6.0,-8.8,-7.4,-1.3,0.8,1.7
O=C(Nc1ccnn1C1CCN(Cc2cc(Cl)ccc2O)CC1)C1CC1,-0.7,2.3,-2.2,-2.9,4.9,-4.5,-9.6,0.6
Cc1ccc2nc(Cl)c(/C=C/C(=O)c3ccco3)cc2c1,-0.1,·,1.7,-11.4,·,1.2,·,·
N#C[C@@H]1[C@@H](c2ccc(-c3ccccc3)cc2)[C@H](CO)N1C(=O)Cc1ccccc1,1.9,2.1,17.8,5.6,-8.7,-3.2,·,3.4

# Only C2C12 statin, INS-1E GSIS act and PGC1a acetyl inh, for some of the entries so far:
SMILES | C2C12 statin | INS-1E GSIS act | PGC1a acetyl inh
CN1CCN(CC(=O)Nc2c(C#N)cnn2-c2ccccc2)CC1 | -4.9 | 7.0 | 6.5
N#C[C@@H]1[C@@H](c2ccc(C#CC3CC3)cc2)[C@@H](CO)N1S(=O)(=O)Cc1ccccc1 | 13.3 | 8.7 | -0.8

# Entries above printed as active in miR122 inh:
Structure	CFTR F508del cor	PGC1a acetyl inh	INS-1E GSIS act	miR122 inh	PglD DTNB
Cc1cccc(NS(=O)(=O)c2ccc3c(c2)OCCO3)c1	·	-8.4	6.2	118.9*	-4.9
